Compound activity from PubChem.
M1 ag – human M1 muscarinic receptor agonism. 0.33% of 360,000 active. activation, % at 3 µM. AID 588814. CHO-K1 hM1, Fluo-8 calcium fluorescence, agonist mode; 0% DMSO, 100% acetylcholine EC100. P11229;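 active = activation above the run's mean compound activation plus 3 SD, cut at about 16% in these data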;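 note: peak over basal fluorescence ratio within a 140 s kinetic read after compound addition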
Target sequence (P11229 whole entry, looked up): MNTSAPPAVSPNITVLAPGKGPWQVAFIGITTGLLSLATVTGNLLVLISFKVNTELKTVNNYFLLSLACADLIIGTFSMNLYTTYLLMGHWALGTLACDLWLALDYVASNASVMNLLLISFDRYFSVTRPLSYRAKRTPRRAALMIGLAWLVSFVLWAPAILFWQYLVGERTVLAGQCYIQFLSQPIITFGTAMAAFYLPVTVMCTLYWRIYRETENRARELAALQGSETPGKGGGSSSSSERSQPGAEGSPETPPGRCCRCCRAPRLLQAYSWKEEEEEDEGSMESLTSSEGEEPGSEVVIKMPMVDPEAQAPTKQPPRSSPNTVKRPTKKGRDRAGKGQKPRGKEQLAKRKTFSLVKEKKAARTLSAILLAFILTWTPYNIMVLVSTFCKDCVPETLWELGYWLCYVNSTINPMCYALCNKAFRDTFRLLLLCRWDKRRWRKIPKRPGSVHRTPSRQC
TAAR1 antag – human TAAR1 antagonism | CHO RD-HGA16 TAAR1, Fluo-8 calcium fluorescence, antagonist | 1.5% of 360,000 active | inhibition, % at 3 µM | Q96RJ0;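 active = inhibition above a per-plate cutoff, the mean inhibition of test compounds on that plate plus 3 SD, cut at about 49% in these data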;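 note: 0% = DMSO plus EC80 beta-PEA response and 100% = DMSO alone without agonist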
Target sequence (Q96RJ0 whole entry, looked up): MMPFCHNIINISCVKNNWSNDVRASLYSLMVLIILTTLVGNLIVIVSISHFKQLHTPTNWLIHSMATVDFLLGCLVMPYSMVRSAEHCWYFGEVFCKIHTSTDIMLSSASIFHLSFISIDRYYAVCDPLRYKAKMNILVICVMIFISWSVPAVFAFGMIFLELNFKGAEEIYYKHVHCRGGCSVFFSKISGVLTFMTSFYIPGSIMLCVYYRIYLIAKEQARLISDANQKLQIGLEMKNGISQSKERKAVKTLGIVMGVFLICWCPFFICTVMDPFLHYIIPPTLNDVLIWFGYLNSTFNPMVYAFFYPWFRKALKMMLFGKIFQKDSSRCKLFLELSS
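Material: RD-HGA16 CHO cells with stable hTAAR1 and Gα16; Dosing: single nominal final test compound concentration of 3 µM; Schedule: seeding 17-24 h prior, 75-min 37 °C, 30-min RT dye loading; Detection: kinetic Fluo-8 calcium fluorescence measurement; Measure: % inhibition from peak post-agonist over basal fluorescence ratio; Benchmarks: vehicle and agonist controls.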
CHO-K1 Ca PAM – M1 PAM counterscreen hit in parental CHO-K1 cells. ATP EC20, Fluo-8 calcium fluorescence; 0% at ATP EC20, 100% at ATP max. activation, % at 3 µM. 0.02% of 360,000 active. AID 602247;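 active = activation above the run cutoff, the mean activation of all test compounds plus 3 SD, cut at about 40% in these data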;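 note: peak over basal fluorescence ratio in a 140 s read after ATP addition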
CHO parental Ca – counter-screen for OX1R antagonists: effect in parental CHO cells; parental CHO-K1, ATP-induced calcium, Fluo-8 fluorescence; inhibition, % at 5.6 µM; 0.63% of 330,000 active; AID 463079;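 active = inhibition above that plate's mean sample inhibition plus 3 SD, cut at about 26% in these data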;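 note: 0% = ATP-challenged DMSO wells and 100% = DMSO wells without ATP; some compounds past the cut are filed as inactive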
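test system = CHO parental line | reagent = ATP stimulus | measured by = intracellular calcium via Fluo-8 no-wash fluorescent dye | control set = ATP and no-ATP DMSO wells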
OXTR potentiator – potentiators of human oxytocin receptor | P30559 | CHO-OTR cells, Fluo-8 calcium fluorescence, potentiator mode; 0% = oxytocin EC15, 100% = EC100 | activation, % at 3 µM | 0.061% of 320,000 active | AID 2445;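 active = activation above that plate's cutoff, the mean activation of tested compounds plus 3 SD, cut at about 6.6% in these data, passing the limit was not always enough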;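 note: 100% uses oxytocin at 75 nM as the full agonist control; some results filed as inactive read as strong as hits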
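Assay system: CHO cell line stably expressing human OTR | Also added: Oxytocin at about EC15, sub-maximal agonist stimulus | Times: Compound 6 min at room temperature before oxytocin, 100 s read | Measured by: Fluo-8 intracellular calcium fluorescence, ex 470-495, em 515-575 nm | Controls: EC15 oxytocin alone as 0%, 75 nM oxytocin as 100%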
M1 antag – blocks human M1 muscarinic receptor; inhibition, % at 3 µM; AID 588852; 1.3% of 360,000 active; P11229; CHO-K1 hM1, Fluo-8 calcium fluorescence, ACh EC80 antagonist;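 active = percent inhibition above its own plate's cutoff, namely the mean of that plate's compound wells plus 3 SD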;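 note: peak over basal fluorescence ratio during 140 s after agonist addition; 0% = ACh EC80 plus DMSO and 100% = DMSO alone without agonist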
CHO-K1 Ca antag – nonselective inhibitor or artifact in parental CHO-K1 cells | 0.6% of 360,000 active | inhibition, % at 3 µM | ATP-induced calcium, Fluo-8 fluorescence;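 active = inhibition above a per-plate cutoff, the plate's mean sample inhibition plus 3 SD, cut at about 24% in these data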;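 note: 0% = DMSO plus EC80 ATP and 100% = DMSO alone without ATP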
M1 ag parental – counter-screen for M1 agonists: effect in parental CHO-K1 cells | Fluo-8 calcium fluorescence; scaled to maximal ATP response, vehicle zero | activation, % at 3 µM | 0.48% of 360,000 active | AID 602248; in the data active = activation above about 15%;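 note: untransfected CHO-K1 host cells lacking M1 receptor as counterscreen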
TAAR1 agonist – agonists of human TAAR1. Q96RJ0. CHO RD-HGA16 TAAR1, Fluo-8 calcium fluorescence; vehicle wells 0%, saturating PEA agonist 100%. activation, % at 3 µM. 0.99% of 360,000 active. AID 624467;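 active = activation above the mean activation of all test compounds in the run plus 3 SD, cut at about 38% in these data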
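Assay system: CHO-derived RD-HGA16 cells with stable Gα16 and human TAAR1; timing: 17-24 h seeding, 75 min 37 °C dye, 30 min RT; read-out: % activation from peak over basal fluorescence ratio, DMSO-to-PEA scaled; measured by: kinetic Fluo-8 calcium fluorescence; benchmarks: low control DMSO, high control PEA (EC100); doses: 3 µM single concentration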
Numbers without * were called inactive. Random draw from the library. About 4.2% of those tested had a hit in this group.

O=S(=O)(/C=C/c1ccccc1)Nc1ccc(F)cc1 was read as M1 ag -4, TAAR1 antag 15, CHO-K1 Ca PAM 0, CHO parental Ca 2, OXTR potentiator -21, M1 antag 2, CHO-K1 Ca antag -4, M1 ag parental 0.8 and TAAR1 agonist 0.
O=C(CCc1nnc(COc2ccccc2)o1)NCc1ccccc1 was read as M1 ag -4, TAAR1 antag -1, CHO-K1 Ca PAM 17, CHO parental Ca -14, OXTR potentiator -1, M1 antag -15, CHO-K1 Ca antag -15, M1 ag parental 0.3 and TAAR1 agonist 12.
`COc1ccccc1NC(=O)Nc1cnccn1` gave M1 ag -6, TAAR1 antag -12, CHO-K1 Ca PAM 20, CHO parental Ca 1, OXTR potentiator 1, M1 antag -2, CHO-K1 Ca antag -7, M1 ag parental 0.0 and TAAR1 agonist -1.
`CC(C)CCn1c(O)c(N=Nc2ccccn2)c2ccccc21` gave M1 ag -4, TAAR1 antag -27, CHO-K1 Ca PAM 20, CHO parental Ca -15, OXTR potentiator -7, M1 antag -2, CHO-K1 Ca antag -4, M1 ag parental 2.7 and TAAR1 agonist 3.
For Cc1ccc(N2CC(=O)Nc3c(sc4nc(C)cc(C)c34)C2=O)cc1 the results were M1 ag -2, TAAR1 antag -2, CHO-K1 Ca PAM -13, CHO parental Ca -8, OXTR potentiator -11, M1 antag 8, CHO-K1 Ca antag 2, M1 ag parental 2.5 and TAAR1 agonist 1.
For COc1ccc(-n2c(C)nc3cc(C(=O)NCCN4CCOCC4)ccc32)cc1 the results were M1 ag -5, TAAR1 antag 2, CHO-K1 Ca PAM 10, CHO parental Ca -3, OXTR potentiator 3, M1 antag -12, CHO-K1 Ca antag -21, M1 ag parental 1.0 and TAAR1 agonist 6.
Screening Cc1ccccc1Nc1nc(N)nc(COC(=O)c2cccn2C)n1 returned M1 ag -3, TAAR1 antag 11, CHO-K1 Ca PAM 19, CHO parental Ca -12, OXTR potentiator -5, M1 antag -4, CHO-K1 Ca antag -10, M1 ag parental 0.7 and TAAR1 agonist 3.
For O=C(O)CSc1nc(-c2cccs2)cc(C(F)(F)F)n1 the results were M1 ag -5, TAAR1 antag 5, CHO-K1 Ca PAM 15, CHO parental Ca -14, OXTR potentiator -5, M1 antag -3, CHO-K1 Ca antag -8, M1 ag parental -0.4 and TAAR1 agonist 8.
For O=S(=O)(Cc1ccc(Cl)cc1)N1CCN(c2ncccn2)CC1 the results were M1 ag 0, TAAR1 antag -8, CHO-K1 Ca PAM 11, CHO parental Ca 1, OXTR potentiator -11, M1 antag -3, CHO-K1 Ca antag -13, M1 ag parental 3.1 and TAAR1 agonist 2.
`C/C(=N\NC(=O)C1CC1)c1ccc(Cl)c(Cl)c1` gave M1 ag -4, TAAR1 antag 0, CHO-K1 Ca PAM -6, CHO parental Ca -1, OXTR potentiator -2, M1 antag 3, CHO-K1 Ca antag 19, M1 ag parental -0.2 and TAAR1 agonist -2.
`COc1ccc(-n2nnnc2CNC(=O)c2ccc(S(=O)(=O)N3CCOCC3)cc2)cc1` gave M1 ag -7, TAAR1 antag 0, CHO-K1 Ca PAM 8, CHO parental Ca -2, OXTR potentiator -12, M1 antag -8, CHO-K1 Ca antag -4, M1 ag parental 1.4 and TAAR1 agonist 1.
For O=C(Nc1ccc(CN2CCOCC2)cc1)c1ccc(Br)cc1 the results were M1 ag -6, TAAR1 antag 0, CHO-K1 Ca PAM 19, CHO parental Ca -10, OXTR potentiator -1, M1 antag -15, CHO-K1 Ca antag -6, M1 ag parental 2.2 and TAAR1 agonist 5.
CSc1nc(NCC(C)C)c2c3c(sc2n1)CN(C)CC3 was read as M1 ag -6, TAAR1 antag -4, CHO-K1 Ca PAM 18, CHO parental Ca -13, OXTR potentiator -3, M1 antag 9, CHO-K1 Ca antag -8, M1 ag parental 0.3 and TAAR1 agonist 7.
Screening COc1ccc(CCN=Cc2ccccc2O)cc1OC returned M1 ag -2, TAAR1 antag -15, CHO-K1 Ca PAM 20, CHO parental Ca -6, OXTR potentiator -1, M1 antag -10, CHO-K1 Ca antag -19, M1 ag parental 0.7 and TAAR1 agonist 17.
O=C(c1ccco1)N1CCN(CCCCN2C(=O)c3ccccc3C2=O)CC1 was read as M1 ag -13, TAAR1 antag -10, CHO-K1 Ca PAM 11, CHO parental Ca -3, OXTR potentiator -7, M1 antag -8, CHO-K1 Ca antag -17, M1 ag parental 2.0 and TAAR1 agonist 14.
O=C(NCCCN1CCOCC1)c1cc(Cl)ccc1OCc1ccccc1 was read as M1 ag -5, TAAR1 antag -17, CHO-K1 Ca PAM 22, CHO parental Ca -18, OXTR potentiator -3, M1 antag -9, CHO-K1 Ca antag -16, M1 ag parental 2.9 and TAAR1 agonist 1.
`COc1ccc(S(=O)(=O)Cc2ccc(C(=O)N3CCOCC3)o2)cc1` gave M1 ag -1, TAAR1 antag -19, CHO-K1 Ca PAM -4, CHO parental Ca 0, OXTR potentiator -1, M1 antag -2, CHO-K1 Ca antag 11, M1 ag parental 0.2 and TAAR1 agonist 0.
`CC1=C(C(=O)N(C)C)CC(CC(=O)NCc2cccs2)C(=O)N1CCC1=CCCCC1` (stereo not drawn) gave M1 ag -4, TAAR1 antag -11, CHO-K1 Ca PAM 13, M1 antag -7, CHO-K1 Ca antag -10, M1 ag parental 0.3 and TAAR1 agonist 2.
For O=C(CCc1ccccc1)Nc1ccc(NC(=O)c2ccco2)nc1 the results were M1 ag -3, TAAR1 antag 20, CHO-K1 Ca PAM 22, CHO parental Ca -2, OXTR potentiator -9, M1 antag -17, CHO-K1 Ca antag -11, M1 ag parental 1.1 and TAAR1 agonist 5.
For COc1ccc(C2C(C#N)=C(N)Oc3cc(N)ccc32)cc1OC (stereo not drawn) the results were M1 ag 0, TAAR1 antag -2, CHO-K1 Ca PAM -4, CHO parental Ca -9, OXTR potentiator -8, M1 antag -9, CHO-K1 Ca antag 5, M1 ag parental 0.0 and TAAR1 agonist 6.

Overlap with the part before: 3 entries, followed by the next part.
`CC1=C(C(=O)N(C)C)CC(CC(=O)NCc2cccs2)C(=O)N1CCC1=CCCCC1` (stereo not drawn) gave M1 ag -4, TAAR1 antag -11, CHO-K1 Ca PAM 13, M1 antag -7, CHO-K1 Ca antag -10, M1 ag parental 0.3 and TAAR1 agonist 2.
For O=C(CCc1ccccc1)Nc1ccc(NC(=O)c2ccco2)nc1 the results were M1 ag -3, TAAR1 antag 20, CHO-K1 Ca PAM 22, CHO parental Ca -2, OXTR potentiator -9, M1 antag -17, CHO-K1 Ca antag -11, M1 ag parental 1.1 and TAAR1 agonist 5.
For COc1ccc(C2C(C#N)=C(N)Oc3cc(N)ccc32)cc1OC (stereo not drawn) the results were M1 ag 0, TAAR1 antag -2, CHO-K1 Ca PAM -4, CHO parental Ca -9, OXTR potentiator -8, M1 antag -9, CHO-K1 Ca antag 5, M1 ag parental 0.0 and TAAR1 agonist 6.
For CN(CC(=O)Nc1ccccc1Cl)C(=O)COC(=O)c1cc([N+](=O)[O-])ccc1N1CCOCC1 the results were M1 ag -3, TAAR1 antag 2, CHO-K1 Ca PAM -9, CHO parental Ca -21, OXTR potentiator -9, M1 antag -14, CHO-K1 Ca antag -3, M1 ag parental 0.4 and TAAR1 agonist -1.
Screening O=C(CSc1nnc(COc2ccccc2Cl)o1)Nc1ccccc1 returned M1 ag -4, TAAR1 antag 5, CHO-K1 Ca PAM 6, CHO parental Ca -5, OXTR potentiator -7, M1 antag 5, CHO-K1 Ca antag -11, M1 ag parental 1.1 and TAAR1 agonist 7.
Screening Nc1nc(-c2cccnc2)nc2sc3c(c12)CCCC3 returned M1 ag -9, TAAR1 antag 12, CHO-K1 Ca PAM 11, CHO parental Ca -9, OXTR potentiator -8, M1 antag -11, CHO-K1 Ca antag -5, M1 ag parental 0.0 and TAAR1 agonist 0.
`Cc1ccc(S(=O)(=O)NNC(=O)c2snnc2C)cc1` gave M1 ag -2, TAAR1 antag 8, CHO-K1 Ca PAM 16, CHO parental Ca -9, OXTR potentiator -4, M1 antag -24, CHO-K1 Ca antag -13, M1 ag parental 0.4 and TAAR1 agonist 3.
`CCOC(=O)N1CCc2c(sc(NC(=O)c3ccc(S(=O)(=O)N4CCCC4)cc3)c2C#N)C1` gave M1 ag 2, TAAR1 antag -38, CHO-K1 Ca PAM 14, CHO parental Ca -7, OXTR potentiator -2, M1 antag -4, CHO-K1 Ca antag -6, M1 ag parental -0.2 and TAAR1 agonist 0.
COc1cccc(COC(=O)Nc2ccccc2)c1OC was read as M1 ag -7, TAAR1 antag -14, CHO-K1 Ca PAM 2, M1 antag -1, CHO-K1 Ca antag -8, M1 ag parental 3.4 and TAAR1 agonist -1.
CN(CC(=O)NCc1ccccn1)S(=O)(=O)c1ccc(Br)cc1 was read as M1 ag -2, TAAR1 antag 6, CHO-K1 Ca PAM 12, CHO parental Ca -11, OXTR potentiator -5, M1 antag -13, CHO-K1 Ca antag -9, M1 ag parental -0.1 and TAAR1 agonist 2.
CN(Cc1cccs1)c1nc(-c2cccnc2)nc2ccccc12 was read as M1 ag -8, TAAR1 antag 24, CHO-K1 Ca PAM -6, CHO parental Ca -18, OXTR potentiator -1, M1 antag 35*, CHO-K1 Ca antag -9, M1 ag parental 3.1 and TAAR1 agonist 5.
O=C(CS(=O)c1ccc(C(F)(F)F)cc1[N+](=O)[O-])Oc1ccc(Cl)cc1 (stereo not drawn) was read as M1 ag -6, TAAR1 antag 13, CHO-K1 Ca PAM 4, CHO parental Ca -6, OXTR potentiator 6, M1 antag -12, CHO-K1 Ca antag 11, M1 ag parental 0.5 and TAAR1 agonist 6.
CCOc1ccc(C(=O)NCC(=O)NCC(c2ccco2)N2CCCCC2)cc1OCC (stereo not drawn) was read as M1 ag -7, TAAR1 antag -18, CHO-K1 Ca PAM 10, CHO parental Ca -24, OXTR potentiator -1, M1 antag -10, CHO-K1 Ca antag -12, M1 ag parental 0.6 and TAAR1 agonist 4.
CC1(c2ccc([N+](=O)[O-])cc2)NC(=O)N(CC(=O)Nc2cccnc2Cl)C1=O (stereo not drawn) was read as M1 ag 22*, TAAR1 antag 21, CHO-K1 Ca PAM 15, CHO parental Ca -3, OXTR potentiator -15, M1 antag -6, CHO-K1 Ca antag -7, M1 ag parental 9.1 and TAAR1 agonist 57*.
